From PubChem BioAssay
ATG4B inh: ATG4B (human) cysteine protease inhibition | ATG4B cleavage of LC3-PLA2, NBD-HPC fluorescence, 1 h | Q9Y4P1 | inhibition, % at 8.33 µM | AID 504462 | actives 0.51% (n = 340,000); in the data active means inhibition above about 40%
Target sequence (Q9Y4P1 whole entry, looked up): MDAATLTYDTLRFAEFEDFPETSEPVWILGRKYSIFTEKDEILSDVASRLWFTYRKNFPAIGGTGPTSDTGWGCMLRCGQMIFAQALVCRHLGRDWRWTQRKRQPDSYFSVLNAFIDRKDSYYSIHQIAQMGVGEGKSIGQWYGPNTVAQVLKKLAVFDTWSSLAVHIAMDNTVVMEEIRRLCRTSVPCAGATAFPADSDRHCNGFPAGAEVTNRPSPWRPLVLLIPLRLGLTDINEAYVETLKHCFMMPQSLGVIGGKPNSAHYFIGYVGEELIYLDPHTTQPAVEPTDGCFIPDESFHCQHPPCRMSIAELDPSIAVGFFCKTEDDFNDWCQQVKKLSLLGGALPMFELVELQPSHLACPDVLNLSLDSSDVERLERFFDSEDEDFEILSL
CXCR6 block: CXCR6 (human) receptor inhibition | CHO-K1 PathHunter CXCR6 beta-arrestin, luminescence | inhibition, % at 20 µM | actives 0.36% (n = 360,000) | AID 602244; in the data active means inhibition above about 34%, passing the limit was not always enough;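 further: antagonist mode with CXCL16 agonist at 10 nM final; 0% = 10 nM CXCL16 with DMSO and 100% = unstimulated wells without agonist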
EBI2 block: blocks human EBI2 receptor beta-arrestin signaling; P32249; EBI2 beta-arrestin recruitment, luminescence, 7a,25-OHC stimulated; inhibition, % at 5 µM; actives 0.81% (n = 360,000); AID 651636; in the data active means inhibition above about 38%;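 further: enzyme fragment complementation signal reports receptor beta-arrestin coupling in cells; 0% = agonist plus DMSO wells and 100% = wells without agonist; some results beyond the cut were filed as inactive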
Target sequence (P32249 whole entry, looked up, the tested form may be a part): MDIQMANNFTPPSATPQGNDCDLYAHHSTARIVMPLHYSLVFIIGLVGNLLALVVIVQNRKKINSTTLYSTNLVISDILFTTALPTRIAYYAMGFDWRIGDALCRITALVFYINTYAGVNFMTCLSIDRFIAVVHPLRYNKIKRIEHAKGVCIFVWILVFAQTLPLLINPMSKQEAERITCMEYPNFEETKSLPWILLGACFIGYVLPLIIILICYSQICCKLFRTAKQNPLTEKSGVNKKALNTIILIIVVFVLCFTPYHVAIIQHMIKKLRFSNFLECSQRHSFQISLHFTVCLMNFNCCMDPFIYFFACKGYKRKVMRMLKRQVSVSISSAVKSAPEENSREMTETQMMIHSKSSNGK
CCR6 antagonist: blocks CCL20-driven beta-arrestin recruitment at human CCR6; P51684; CHO-K1 CCR6 PathHunter beta-arrestin, luminescence, CCL20-stimulated; inhibition, % at 20 µM; actives 0.49% (n = 340,000); AID 493098;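 active means compounds whose inhibition of the agonist-driven luminescence signal at 20 µM reaches about 50%, limit read from the data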;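 further: cells stimulated with CCL20 at 14 nM final; plate controls were DMSO with CCL20 for no effect and DMSO without agonist for full effect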
APJ antagonist: APJ receptor antagonism. P35414. CHO-K1 APJ beta-arrestin complementation, luminescence. inhibition, % at 20 µM. actives 0.32% (n = 330,000);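 active means inhibition above about 40% at 20 µM, limit read from the data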;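 further: cells challenged with 10 nM apelin-13 agonist together with compound; plate controls were apelin-13 plus DMSO wells for no effect and DMSO wells lacking apelin-13 for full effect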
APJ ag: activates the human apelin receptor APJ; actives 0.11% (n = 330,000); CHO-K1 APJ PathHunter beta-arrestin, luminescence; 0% DMSO wells, 100% apelin; P35414; activation, % at 20 µM;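 active means activation more than six SD over the plate average, tested at 20 µM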;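 further: 0% = DMSO alone and 100% = apelin-13 at 10 nM; some results filed as inactive read as strong as hits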
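assay system = CHO-K1 APJ beta-arrestin complementation cell line | input = cell density 1000 per well | dosing = compound 20 µM once, DMSO 1% | timing = compound 90 min 25 °C, reagent 1 h | measured by = luminescence from split beta-galactosidase complementation, Galacton Star/Emerald II substrate | read-out basis = APJ agonist activity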
Gli-Sufu antag: blocks Gli-Sufu signaling in a luciferase reporter; Sufu-KO-LIGHT fibroblasts, Gli luciferase reporter luminescence; inhibition, % at 5 µM; actives 0.74% (n = 340,000); AID 588413;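 active means inhibition above about 55%, limit read from the data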;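 further: 0% = DMSO-treated cells and 100% = wells with medium but no cells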
UBC13 inh: blocks human UBC13 polyubiquitin chain formation; inhibition, % at 20 µM; actives 0.47% (n = 330,000); TR-FRET; P61088; AID 485273; in the data active means inhibition above about 45%, passing the limit was not always enough
Target sequence (P61088 whole entry, looked up): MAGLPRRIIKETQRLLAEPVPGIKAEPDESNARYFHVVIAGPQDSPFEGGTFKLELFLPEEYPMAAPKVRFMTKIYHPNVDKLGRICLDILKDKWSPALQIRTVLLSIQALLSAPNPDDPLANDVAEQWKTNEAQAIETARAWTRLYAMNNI
The depositor's hits bear a star; . = not tested or not shown. Compounds were not picked by outcome; overall some 3% were active at least once.

Every second line gives: ATG4B inh, CXCR6 block, EBI2 block, CCR6 antagonist, APJ antagonist, APJ ag, Gli-Sufu antag, UBC13 inh
1. COc1cccc(NC(=O)CNC(=O)c2ccc(C)cc2)c1
  4, 4, -4, -8, 9, -3, -3, -18
2. COc1cccc(C(=O)NCc2nnc(SCC(=O)Nc3nccs3)n2-c2cccc(C)c2)c1
  -3, -4, -8, -2, -21, 2, 1, -8
3. CC12CC(=O)C3C(CCC4=CC(=O)CCC43C)C1CC=C2CC(=O)O (configuration not stated)
  -7, 0, 1, 1, ., ., 2, .
4. COc1ccc(NC(=O)CSc2ccccn2)cc1
  -8, -11, -8, -1, -12, 1, -27, 2
5. CSc1ccc(NC(=O)N2CC(C)OC(C)C2)cc1 (configuration not stated)
  0, -6, -5, 11, 12, -4, -2, 5
6. Cc1ccc(NC(=O)CCOc2ccccc2)cc1
  -7, 4, 3, 7, -6, -1, -51, 0
7. CCC(NS(=O)(=O)c1ccc(C)cc1)C(=O)N1CCOCCOCCOCCOCC1 (configuration not stated)
  1, 6, 5, -10, 6, 0, -11, 5
8. CC(CCc1ccccc1)NC(=O)c1ccco1 (configuration not stated)
  0, -4, -5, 9, -3, -5, -5, 6
9. CN(C)S(=O)(=O)c1ccc(C(=O)NCC(c2cccs2)N2CCOCC2)cc1 (configuration not stated)
  0, -10, 4, 5, -9, 2, -4, -6
10. NNC(=O)c1cccc(S(=O)(=O)Nc2cccc(C(F)(F)F)c2)c1
  -7, -8, -9, -8, -22, 1, 7, -7

The list goes on, overlapping the part above by three compounds.
Every second line gives: ATG4B inh, CXCR6 block, EBI2 block, CCR6 antagonist, APJ antagonist, APJ ag, Gli-Sufu antag, UBC13 inh
8. CC(CCc1ccccc1)NC(=O)c1ccco1 (configuration not stated)
  0, -4, -5, 9, -3, -5, -5, 6
9. CN(C)S(=O)(=O)c1ccc(C(=O)NCC(c2cccs2)N2CCOCC2)cc1 (configuration not stated)
  0, -10, 4, 5, -9, 2, -4, -6
10. NNC(=O)c1cccc(S(=O)(=O)Nc2cccc(C(F)(F)F)c2)c1
  -7, -8, -9, -8, -22, 1, 7, -7
11. CN1CCC(N(C)C(=O)c2ccc(Cl)c(S(=O)(=O)N3CCOCC3)c2)CC1
  -4, 6, -3, -1, -7, 9, 6, 4
12. COc1ccc(-n2nc3c(c2NC(=O)C2CC2)CS(=O)C3)cc1 (configuration not stated)
  -8, -5, -3, 6, 11, 1, -2, 7
13. CCOC(=O)C1=NOC(CNC(=O)C2=NOC(CNC(=O)c3c(-c4ccccc4Cl)noc3C)C2)C1 (configuration not stated)
  3, 9, -1, 0, 9, 1, 1, -9
14. COc1ccc(CCN2C(=O)CSC2=Nc2ccc(C)cc2C)cc1OC
  -6, -6, -3, 12, -20, -1, 3, -13
15. O=C(CCc1nc(-c2cccs2)no1)Nc1cnc2ccccc2c1
  19, -4, -3, 1, -14, 0, -4, 9
16. COCCn1nnnc1C(c1cccc(C#N)c1)N1CCCCCC1 (configuration not stated)
  -9, -3, -2, 3, -15, 3, 7, -4
17. NS(=O)(=O)c1ccc(CCNC(=O)C(=O)C2C(=O)Nc3ccccc32)cc1 (configuration not stated)
  -7, -6, 0, 6, -11, -3, -5, -13
18. CN(CC(=O)NC(=O)NC(C)(C)C)CC(=O)Nc1ccccc1Cl
  -6, 7, 5, -7, 4, -3, -6, 7
19. Brc1ccc2ncc(Br)cc2c1
  1, -2, -5, 12, 6, 0, 0, 22
20. Cc1cccc(NC(=O)/C=C/c2cccs2)n1
  7, -8, 5, 17, 9, -3, -104, 5

As entered above.
NS(=O)(=O)c1ccc(CCNC(=O)C(=O)C2C(=O)Nc3ccccc32)cc1 (configuration not stated) in UBC13 inh is entered as -13
CSc1ccc(NC(=O)N2CC(C)OC(C)C2)cc1 (configuration not stated) in EBI2 block is entered as -5

The listing continues:
Every second line gives: ATG4B inh, CXCR6 block, EBI2 block, CCR6 antagonist, APJ antagonist, APJ ag, Gli-Sufu antag, UBC13 inh
21. CCn1cc(Cl)c(C(=O)Nc2ccccc2C(N)=O)n1
  -21, -3, -3, 5, -14, -4, -12, -4
22. O=C(O)CC(c1ccc(F)cc1F)N1Cc2ccccc2C1=O (configuration not stated)
  -4, 4, 3, -3, 6, -2, 4, 2
23. COc1ccc(N(C)S(=O)(=O)c2cccc(C(=O)NCc3ccc(C)cc3)c2)cc1
  -8, 8, 10, 18, -8, 4, 2, -2
24. Cc1cccc(C)c1OCC(=O)Nc1cccc(-c2nnc(-c3ccccc3)o2)c1
  5, 12, 16, -10, 19, -2, 9, -2
25. Cc1ccc(S(=O)(=O)N2CCN(C(=O)c3ccc(N4CCC(C)CC4)c([N+](=O)[O-])c3)CC2)cc1
  -12, 11, 1, 12, ., ., 2, .
26. O=C(NCCCNC(=O)c1ccccn1)c1ccc(Br)cc1
  -2, 1, -2, 4, -21, -4, -9, 5
27. Cc1cc(=O)[nH]c(SCC(=O)c2ccc(C(C)C)cc2)n1
  -2, 5, 6, 22, -12, 1, 10, -12
28. COc1ccc(N(C(=O)/C=C/C(=O)Nc2cc(C)on2)C(C(=O)NC2CCCC2)c2ccccc2C)cc1 (configuration not stated)
  -4, -11, 17, 9, ., ., -2, .
29. O=C(c1ccc(N2C(=O)C3C4c5ccccc5C(c5ccccc54)C3C2=O)cc1)N1CCOCC1 (configuration not stated)
  2, 5, -3, 12, 15, 2, -2, -5
30. CCN(CC)S(=O)(=O)c1cccc(C(=O)Nc2ccccc2)c1
  -14, 9, 7, 12, 13, 13, -3, 0

4 compounds already listed, ordered by length of the SMILES, ascending:
Every second line gives: ATG4B inh, CXCR6 block, EBI2 block, CCR6 antagonist, APJ antagonist, APJ ag, Gli-Sufu antag, UBC13 inh
22. O=C(O)CC(c1ccc(F)cc1F)N1Cc2ccccc2C1=O (configuration not stated)
  -4, 4, 3, -3, 6, -2, 4, 2
29. O=C(c1ccc(N2C(=O)C3C4c5ccccc5C(c5ccccc54)C3C2=O)cc1)N1CCOCC1 (configuration not stated)
  2, 5, -3, 12, 15, 2, -2, -5
28. COc1ccc(N(C(=O)/C=C/C(=O)Nc2cc(C)on2)C(C(=O)NC2CCCC2)c2ccccc2C)cc1 (configuration not stated)
  -4, -11, 17, 9, ., ., -2, .
25. Cc1ccc(S(=O)(=O)N2CCN(C(=O)c3ccc(N4CCC(C)CC4)c([N+](=O)[O-])c3)CC2)cc1
  -12, 11, 1, 12, ., ., 2, .

New compounds follow.
Every second line gives: ATG4B inh, CXCR6 block, EBI2 block, CCR6 antagonist, APJ antagonist, APJ ag, Gli-Sufu antag, UBC13 inh
31. CCCn1c(N)c(Sc2ccc([N+](=O)[O-])cc2)c(=O)n(CCC)c1=O
  1, -1, 1, 9, 10, -3, -7, 0
32. CC(=O)N1CCCN(C(=O)c2cc(COc3c(F)cccc3F)on2)CC1
  6, -2, -5, -1, 8, 3, 3, -6
33. CN(C)c1ccc(CNC(=O)CCS(=O)(=O)c2ccc3c(c2)n(C)c(=O)c(=O)n3C)cc1
  -1, 1, -11, 10, 7, -3, 37, 2
34. CCN(CC)C(=O)[C@H]1CC(CC(=O)NC/C=C(\C)CCC=C(C)C)C(=O)N2CCc3c([nH]c4ccc(OC)cc34)[C@]12C (some centres not stated)
  -14, 12, 7, 21, ., ., 16, .
35. c1ccc(Cn2nc(-c3ccccc3)nc2-c2ccccc2)cc1
  38, -3, -2, 8, 19, -3, -32, 7
36. COc1ccc(CC(C)N2CCN(Cc3ccccc3)CC2)cc1OC (configuration not stated)
  1, 0, -11, -6, 9, -3, 6, 9
37. Cc1ccc(CNCC(=O)Nc2cccc(S(=O)(=O)NC3=NCCCCC3)c2)cc1
  -13, 3, -6, -1, 11, -4, 13, 12
38. COc1cc(S(N)(=O)=O)c(OC)cc1N
  -9, -3, -7, 10, -9, -2, 1, -4
39. CCN(CC)CCCNC(=O)C1CCC(=O)N(c2ccc(OC)cc2)C1c1ccc(F)cc1 (configuration not stated)
  -9, -2, -6, -13, 2, -1, 3, -13
40. CC(C)Cn1c(N)c(C(=O)CSc2ccc3c(c2)OCCO3)c(=O)n(C)c1=O
  -9, -9, -11, -24, -11, 10, 64*, 6
41. O=C(Nc1ccc(S(=O)(=O)N2CCCC2)cc1)C1CC(=O)N(CCc2ccc(F)cc2)C1 (configuration not stated)
  -16, 10, 7, -8, -51, -2, 4, -14
42. COc1ccc(N(C(=O)c2snc(C(N)=O)c2N)C(C(=O)NCc2ccc(F)cc2)c2ccc(O)cc2)cc1 (configuration not stated)
  22, 2, 19, 9, 12, 2, 37, 22
43. Cc1nnc(C)n1N1C(=O)c2cccc3cccc(c23)C1=O
  4, -6, -8, -1, 3, -3, 9, -6
44. N=C1C(c2ccccc2)=C(O)CN1CCCO
  -8, 4, -3, 4, 14, -2, 7, -26
45. O=C(COc1cccc2c1CCN(Cc1ccccc1)C2=O)N1CCCCC1
  -6, 4, 7, -7, 9, -2, 2, 21
46. Cc1ccc([C@@H]2[C@@H]3C(=O)N(C)C(=O)[C@@H]3[C@]3(C)C(=O)N(Cc4ccc(-c5ccccc5)cc4)CC(=O)N23)o1
  10, 1, -13, -8, -49, -3, -14, 3
47. CCOC(=O)N/N=C(/C)c1ccc(N2C(=O)C3CCCCC3C2=O)cc1 (configuration not stated)
  0, 9, -4, -7, 2, -3, -7, -13
48. C=CCn1c(SCC(=O)N(C)CC(=O)Nc2ccc(C)cc2)nnc1-c1ccncc1
  -8, 1, 3, 7, 7, -3, 4, -3
49. N#Cc1ccccc1NC(=O)c1ccc2c(c1)OCO2
  6, -3, -6, 5, 0, 0, -1, -5
50. COc1ccc(CN=C(C)c2c(C(F)(F)F)[nH]n(-c3nc4ccccc4s3)c2=O)cc1
  4, -6, -4, -2, 7, -3, -6, -7
51. CCN1C(=O)CC2CCCC1C2 (configuration not stated)
  -5, 1, 4, 11, ., ., -1, .
